Screening data deposited in PubChem BioAssay by Southern Research Specialized Biocontainment Screening Center.
influenza NS1A: NS1A inhibition, H1N1 influenza, cell based functional assay (AID 504329) | NS1A functional cell-based assay, percent inhibition; higher % means a stronger effect | hit rate 0.3% among 340,000 | one-dose inhibition, % at 12.5 µM; IC50 in µM for titrated hits; in the data active = a potency from the dose series; inconclusive = inhibition above about 27% without an active follow-up result; note: strong numbers were not always called active
tuberculosis growth: growth inhibition of non-replicating M. tuberculosis (AID 488890). Mycobacterium tuberculosis non-replicating, growth inhibition; higher % means a stronger effect. inhibition, % at 25 µM; hits with a dose series show IC50 in µM. hit rate 0.39% among 320,000; in the data active = a potency from the dose series; inconclusive = inhibition mostly from about 82% at the one dose, without a potency; inactive = the rest, 99 in 100 with inhibition below about 76%;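 note: plate controls were DMSO cells for no effect and high antibiotic wells for full effect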
M. tuberculosis HTS: M. tuberculosis growth inhibition, HTS (AID 449762). M. tuberculosis H37Rv growth inhibition, 7H9 media; higher % means a stronger effect. hit rate 0.59% among 330,000. inhibition, % at 25 µM; hits with a dose series show IC50 in µM; in the data active = a potency from the dose series; inconclusive = inhibition above about 70% without an active follow-up result;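 note: bacterial growth assessed after seven days of incubation; strong numbers were not always called active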
inhibitors of VEEV: inhibitors of VEEV TC-83 cytopathic effect, confirmation, Vero cells (AID 588727). inhibition, % at 20 µM, or IC50 in µM where a hit was titrated. hit rate 0.13% among 350,000. Vero cells, VEEV TC-83 cytopathic effect inhibition; higher % means a stronger effect; in the data active = a potency from the dose series; inconclusive = inhibition mostly from about 14% at the one dose, without a potency; inactive = the rest, 99 in 100 with inhibition below about 12%; note: strong numbers were not always called active
PhoP GFP inhibition: Inhibition of PhoP regulon, Salmonella typhi GFP reporter cells, confirmation, 4 h (AID 1850); inhibition, % at 50 µM, or IC50 in µM where a hit was titrated; Salmonella Typhi PhoP-promoter GFP reporter, fluorescence, 4 h; higher % means a stronger effect; hit rate 0.33% among 310,000; in the data active = a potency from the dose series; inconclusive = inhibition mostly from about 25% at the one dose, without a potency; inactive = the rest, 99 in 100 with inhibition below about 19%;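 note: 0% = induced wells with vehicle and 100% = uninduced wells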
inhibitors of VEEV 10K pilot screen: second read-out of inhibitors of VEEV, no call of its own (marks repeat the call); inhibition, %; measured here: 10K pilot screen inhibition
An asterisk follows results filed as active; i = inactive; ? = inconclusive; · = no result given; ! = not confirmed by another sample.

SMILES	influenza NS1A	tuberculosis growth	M. tuberculosis HTS	inhibitors of VEEV	PhoP GFP inhibition	others
COCc1cc(C)nc(SCC[N+](C)(C)CC(=O)c2ccc(Br)cc2)c1C#N	7.0%	18.4%	5.5%	i	-6.4%
COc1ccc(-n2nnnc2SCC(=O)N2CCN(C(=O)c3ccco3)CC2)cc1OC	0.3%	-11.7%	-1.5%	0.6%	1.4%
O=c1oc2cc(OCc3ccc(F)cc3F)ccc2cc1-c1ccccn1	1.0%	7.0%	-3.1%	1.2%	-0.8%
CCN(CC)C(=O)C1CCCc2c1[nH]c1ccc(Cl)cc21 (stereo unspecified)	30.0%	·	-3.1%	3.28µM*	·
Cc1ccc(NC(C(=O)c2ccccc2)c2ccccc2)cc1 (stereo unspecified)	-5.1%	·	·	5.2%	·
Nc1[nH]c(N=NC(=O)c2ccccc2O)c2ccccc12	24.5µM*	-8.8%	8.4%	0.6%	-3.6%
O=C(Nc1ccccc1C(F)(F)F)NC1(C(=O)N2CCOCC2)CCCCC1	-3.4%	·	·	0.5%	·
COc1ccccc1CC(=O)Nc1ccc(S(=O)(=O)N2CCCC2)cc1	0.0%	4.8%	-0.4%	2.1%	-4.5%
CC(=O)NCCc1nc2cc(NC(=O)COc3ccc(C)cc3)ccc2n1C	-7.1%	-10.2%	3.2%	1.0%	-3.0%
Cc1cc(C)n(-c2cc(-n3nc(C)cc3C)ncn2)n1	3.5%	27.0%	-7.0%	0.3%	3.6%
CC(=O)NC(Cc1ccccc1C)C(=O)NC1CCN(c2ncccc2[N+](=O)[O-])CC1 (stereo unspecified)	·	3.4%	3.9%	·	6.7%
O=C(CSc1nnc(SCc2cccc3ccccc23)s1)N=Nc1c(O)[nH]c2ccccc12	·	18.7%	0.8%	·	-8.5%
Cc1ccc[n+](CC(=O)Nc2ccc([N+](=O)[O-])cc2)c1	2.5%	?	-4.3%	8.6%	6.7%
CC(C)(C)c1ccc(C(=O)Nc2cnccn2)cc1	8.2%	-12.1%	6.2%	2.3%	7.2%
COc1ccc(S(=O)(=O)N2CCc3cc4c(cc3C2C)OCCCO4)cc1 (stereo unspecified)	-6.7%	10.7%	-5.3%	1.0%	-22.1%
O=C(O)C1Nc2c(C(=O)N3CCOCC3)cccc2C2C=CCC12 (stereo unspecified)	7.1%	-12.2%	1.6%	1.5%	8.6%
COc1ccc(CC(=O)c2cc(OC)c(OC)cc2CC(=O)O)cc1OC	-7.7%	65.7%	-3.3%	1.0%	2.2%
CN(C)c1ccc(/C=C/c2cc[n+](C)c3ccccc23)cc1	10.6µM*!	·	·	1.7%	·
CCCCCN(C(=O)CCC(=O)OCc1ccccc1F)c1c(N)n(CCCC)c(=O)[nH]c1=O	4.3%	50.2%	-3.2%	3.0%	-5.0%
Cc1ccc(N2C(=O)CS(=O)C(c3ccccc3)C2=O)cc1C (stereo unspecified)	5.4%	-13.0%	-3.0%	1.8%	1.5%
Clc1ccc(Sc2ccccn2)cc1	-5.3%	25.0%	-2.8%	3.0%	-2.6%
Cn1c(N)c(C(C[N+](=O)[O-])c2c(F)cccc2Cl)c(=O)n(C)c1=O (stereo unspecified)	-1.6%	?	?	6.8%	11.5%
COc1cc(S(=O)(=O)N(C)Cc2ccc3c(c2)OCCO3)ccc1NC(C)=O	5.5%	5.5%	-7.1%	0.5%	·
CN(c1ccccc1)S(=O)(=O)c1cc(C(=O)OCC(=O)N2CCN(C(=O)c3ccco3)CC2)ccc1Cl	9.8%	-2.1%	-1.4%	4.5%	7.1%
COc1cc(CC(=O)O)ccc1O	3.7%	-8.4%	1.2%	0.8%	-5.0%

The list continues:
SMILES	influenza NS1A	tuberculosis growth	M. tuberculosis HTS	inhibitors of VEEV	PhoP GFP inhibition	others
CCCCCn1cc(C(=O)C(=O)N2CCOCC2)c2ccccc21	-10.0%	8.0%	12.7%	0.6%	6.2%
CCCCN(C)CCNC(=O)CN1C(=O)CSc2ccc(S(=O)(=O)N3CCOCC3)cc21	-4.3%	5.0%	-8.4%	i	-6.2%
Cc1ccc(CCNS(=O)(=O)c2cc3c(cc2Cl)NC(=O)CO3)cc1	5.2%	10.8%	3.1%	0.8%	5.9%	inhibitors of VEEV 10K pilot screen=0.0
CCOC(=O)N1CCC(NC(=O)C2CCCN(c3nc4ccccc4o3)C2)CC1 (stereo unspecified)	4.0%	-2.8%	4.1%	3.4%	2.4%
OCC(Cc1ccccc1)Nc1c2ccccc2nc2ccccc12 (stereo unspecified)	-4.3%	53.7%	1.2%	i	-4.8%
Cc1cccc(NC(=O)CNC(=O)COC(=O)C2CC2C)c1C (stereo unspecified)	-5.7%	-4.9%	0.0%	1.5%	·
COc1ccc(C(=O)NC(=S)Nc2cccc3nc(C)ccc23)cc1OC	·	36.6%	0.1%	6.1%	12.1%
CCOC(=O)N1CCC(Nc2nc3ccccc3n3cnnc23)CC1	0.3%	·	0.0%	1.4%	-8.0%
COc1ccc(Cc2nc3ccccc3c(=O)n2N)cc1OC	-23.8%	-6.8%	5.1%	i	-1.6%
COc1ccccc1NC(=O)c1ccccc1NC(=O)c1ccccc1C(=O)O	0.8%	-1.4%	-3.2%	0.3%	-3.8%
CCCCN1CC(O)=C(c2nc(-c3ccc(Cl)cc3)cs2)C1=N	-6.2%	-1.2%	-9.9%	0.1%	4.5%
O=C1CNC(=S)N1c1nc(-c2ccccc2)cs1	8.7%	1.7%	-1.6%	1.9%	-5.6%
CS(=O)(=O)N(CC(=O)Nc1ccc(C(N)=O)cc1)C1CCCCC1	-1.7%	4.5%	0.9%	0.0%	11.2%
Cc1noc(C)c1COC(=O)c1csc2c1CCCC2	7.3%	·	·	2.6%	·
CCOC(=O)/C=C1/SCC(=O)N1CC(=O)NC12CC3CC(CC(C3)C1)C2	9.4%	·	·	0.9%	·
CS(=O)(=O)n1nc(-c2ccc(Cl)cc2)nc1SCc1ccccc1	-5.2%	28.7%	13.8%	i	1.7%
CCOC(=O)c1c(C)[nH]c(C(=O)OCc2ccccc2)c1C	-7.2%	21.2%	10.0%	5.2%	-9.3%
COc1ccc(O)c(CN2CCC(n3nccc3NC(=O)c3ccccc3Cl)CC2)c1	-2.0%	40.9%	-12.6%	1.2%	6.5%
CN(Cc1ccccc1)C(=O)c1cccc(NC(=O)Cc2ccc(NC(=O)C3CCN(C(=O)C4CCCCC4)CC3)cc2)c1	-6.7%	·	·	2.4%	·
COc1ccc2c(OC)c3ccoc3nc2c1OC	0.0%	-13.8%	-4.8%	0.9%	-3.5%
CSc1ccccc1NC(=O)CN(C)CC(=O)c1c(C)[nH]c2ccccc12	-5.5%	47.8%	-3.4%	1.1%	·
COc1ccc(/C=N/NC(=O)CSCc2ccc([N+](=O)[O-])cc2)cc1OC	1.3%	-1.1%	-9.9%	i	-1.4%	inhibitors of VEEV 10K pilot screen=4.7
CCCC(=O)N(CCN1CCOCC1)c1nc2c(OCC)cccc2s1	0.0%	-10.0%	3.5%	5.0%	-4.5%
CC(C)c1cc(C(C)C)c(S(=O)(=O)N2c3ccccc3[C@@]3(Br)C[C@H]4C(=O)N[C@@H](Cc5ccccc5)C(=O)N4[C@@H]23)c(C(C)C)c1	·	61.5%	40.3%	·	1.9%
C=CCN1C(=O)/C(=C\c2cc(Br)c(OCc3ccccn3)c(OC)c2)SC1=S	-7.9%	-23.3%	18.2%	1.0%	2.4%	inhibitors of VEEV 10K pilot screen=1.9

New compounds follow:
SMILES	influenza NS1A	tuberculosis growth	M. tuberculosis HTS	inhibitors of VEEV	PhoP GFP inhibition	others
COc1cccc(Cn2c(=O)c3[nH]cnc3n(-c3ccccc3C)c2=O)c1	-20.0%	1.2%	4.0%	4.7%	8.1%
Cc1nnc(SCC(=O)Nc2ncc(Cc3ccc(F)cc3)s2)n1N	-3.7%	-5.0%	-4.6%	1.3%	-2.7%
CCOC(=O)c1c(C)oc2cc(Br)c(OC)cc12	-5.0%	2.8%	-13.7%	i	-4.7%
CN(C)S(=O)(=O)c1ccc2nnn(OCC(=O)NC34CC5CC(CC(C5)C3)C4)c2c1	-9.2%	37.1%	0.9%	0.8%	-6.7%
Cc1ccc(/C=C2/SC(=O)NC2=S)o1	1.8%	·	·	0.8%	·
C=CCN(CC=C)S(=O)(=O)c1ccc(NC(=S)NC(=O)Cc2ccc(OC)cc2)cc1	5.9%	53.8%	4.7%	i	-0.2%	inhibitors of VEEV 10K pilot screen=2.4
CC(=O)N1CCc2cc(S(=O)(=O)CCC(=O)N(C)c3cc(C)ccc3C)ccc21	6.9%	6.0%	-7.2%	1.4%	-13.5%
O=C1c2cccnc2Nc2ccccc2N1CCCF	2.7%	4.5%	-12.4%	3.4%	17.9%
COc1cccc2cc(C(=O)Nc3ccccc3C)/c(=N/NS(=O)(=O)c3ccccc3)oc12	-4.5%	0.0%	9.9%	2.4%	14.0%
O=C(O)/C=C/c1ccc2noc(-c3ccccc3)c2c1	-8.4%	6.5%	-1.2%	i	1.9%
COc1ccc(C2CC(=O)Nc3cc(OC)c(OC)cc32)cc1Br (stereo unspecified)	-13.3%	6.4%	1.1%	2.3%	4.1%
Cc1cc(C)cc(NS(=O)(=O)c2csc(C(N)=O)c2)c1	1.7%	-8.5%	-0.8%	i	-4.1%
Cc1c(Cc2ccccc2)c(=O)oc2c(C)c(OCC(=O)NCc3ccccn3)ccc12	15.6%	-2.6%	2.6%	0.7%	-0.7%
O=c1[nH]c(O)c(C=Nc2ccccc2[N+](=O)[O-])c(=O)[nH]1	·	-7.3%	-2.4%	·	12.7%
Cc1cccc(Cc2c(C)nc3nc(SCC(=O)NCc4ccco4)nn3c2C)c1	6.5%	29.4%	-4.3%	5.6%	-6.6%
O=C(OCC(=O)c1cccs1)c1ccc(NC(=O)c2ccco2)cc1	-3.4%	?	?	3.5%	1.8%
CCOC(=O)c1c(NC(=O)C2Cc3ccccc3C(=O)O2)sc2c1CCCC2 (stereo unspecified)	-8.7%	·	0.1%	0.2%	0.6%
Cc1ccc(-n2c(-c3ccccc3)n[nH]c2=S)c(C)c1	-3.1%	-7.8%	10.0%	0.0%	-6.5%
Nc1ncnc2c1ncn2[C@@H]1O[C@H](CNC(=O)[C@@H](N)Cc2ccccc2)[C@@H](O)[C@H]1O	-4.8%	·	·	5.9%	·
COc1ccc(N2C(=O)c3ccc(NC(C)=O)cc3C2=O)cc1	-9.2%	-4.6%	11.6%	1.2%	6.6%
Cc1ccccc1C(=O)NNC(=O)C12CC3CC(CC(C3)C1)C2	0.3%	-19.0%	2.7%	0.1%	-3.0%

This is a random part of the collection; about 1.6% have a hit in one of these screens.
